Screens deposited in PubChem by The Scripps Research Institute Molecular Screening Center.
EBNA-1 inh: blocks EBNA-1 binding to DNA; 0.34% of 300,000 active; AID 1950; inhibition, % at 14.8 µM; EBNA-1 DNA binding, fluorescence polarization; in the data active = inhibition above about 28%
LYPLA1 counter: LYPLA1 (human) inhibition in PME1 counter-screen. O75608. recombinant LYPLA1, FP-Rh probe fluorescence polarization. AID 2174. 0.16% of 320,000 active. inhibition, % at 5.9 µM;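 active = inhibition above the mean of all tested compounds plus 3 SD, set per campaign, cut at about 14% in these data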;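 note: inhibitors block serine hydrolase probe labeling of LYPLA1 so polarization falls; 0% = enzyme with DMSO and 100% = wells lacking LYPLA1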
Target sequence (O75608 whole entry, looked up): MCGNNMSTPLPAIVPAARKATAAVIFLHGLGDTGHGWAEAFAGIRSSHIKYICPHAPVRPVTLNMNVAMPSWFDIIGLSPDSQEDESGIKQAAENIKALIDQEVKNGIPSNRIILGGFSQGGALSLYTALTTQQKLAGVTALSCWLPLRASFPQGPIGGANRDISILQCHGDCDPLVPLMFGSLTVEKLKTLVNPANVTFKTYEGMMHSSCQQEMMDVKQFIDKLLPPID
PREPL inhibitor: human PREPL enzyme inhibition; inhibition, % at 5.96 µM; recombinant PREPL, fluorescence polarization activity-based probe; Q4J6C6; 0.68% of 320,000 active; in the data active = inhibition above about 43%;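 note: 0% = enzyme with DMSO and 100% = wells lacking enzyme; many of its hits are not listed in these tables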
PAFAH2 inh: PAFAH2 (human) inhibition; Q99487; recombinant PAFAH2, FP-rhodamine activity probe, fluorescence polarization; inhibition, % at 3.39 µM; 0.99% of 340,000 active; AID 492956;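 active = inhibition above the mean over all tested compounds plus 3 SD, cut at about 30% in these data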;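 note: inhibitors block probe labeling of enzyme so polarization drops; 0% = enzyme with DMSO and 100% = wells lacking PAFAH2 protein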
ZTA counter: blocks Epstein-Barr virus ZTA, an EBNA-1 counter-screen; P03206; ZTA-DNA binding, fluorescence polarization; inhibition, % at 11 µM; 0.15% of 320,000 active; in the data active = inhibition above about 33%
Target sequence (P03206 whole entry, looked up): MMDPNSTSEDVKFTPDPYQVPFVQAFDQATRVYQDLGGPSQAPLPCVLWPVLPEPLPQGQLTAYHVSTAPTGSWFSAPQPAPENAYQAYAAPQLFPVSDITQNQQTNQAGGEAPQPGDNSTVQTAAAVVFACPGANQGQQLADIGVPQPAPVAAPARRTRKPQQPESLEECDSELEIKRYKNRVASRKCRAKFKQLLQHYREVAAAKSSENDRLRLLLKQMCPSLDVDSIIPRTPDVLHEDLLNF
PAD4 FP inh: inhibitors of human PAD4 | Q9UM07 | recombinant PAD4, RCA probe fluorescence polarization | inhibition, % at 6.36 µM | 0.41% of 330,000 active;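 active = percent inhibition above a cutoff equal to the mean of all tested compounds plus 3 SD, cut at about 15% in these data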;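 note: 0% = PAD4 with RCA probe and DMSO and 100% = probe without PAD4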
GSTO1 inh: counter-screen for RBBP9 inhibitors: inhibitors of human GSTO1. inhibition, % at 5.96 µM. AID 1974. recombinant GSTO1, activity-based probe fluorescence polarization. 1.1% of 300,000 active;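 active = inhibition above the campaign mean inhibition plus 3 SD, cut at about 35% in these data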;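 note: 0% = GSTO1-1 with DMSO and 100% = wells lacking GSTO1-1 enzyme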
PAFAH1B3 inh: inhibitors of human PAFAH1B3 | Q15102 | recombinant PAFAH1B3, FP-rhodamine probe, fluorescence polarization | inhibition, % at 3.39 µM | 0.28% of 340,000 active | AID 492972;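 active = inhibition above the screen-wide average of all tested compounds plus 3 SD, cut at about 25% in these data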;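 note: 0% = enzyme with DMSO only and 100% = wells lacking PAFAH1B3 protein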
Target sequence (Q15102 whole entry, looked up): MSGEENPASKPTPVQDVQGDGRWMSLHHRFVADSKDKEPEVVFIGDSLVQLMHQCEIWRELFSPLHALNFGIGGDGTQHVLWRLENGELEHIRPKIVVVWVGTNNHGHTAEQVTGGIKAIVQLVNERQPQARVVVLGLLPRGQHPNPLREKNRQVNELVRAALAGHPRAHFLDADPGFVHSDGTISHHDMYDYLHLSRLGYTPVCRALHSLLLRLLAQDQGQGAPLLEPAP
LYPLA2 counter: counter-screen for PME1 inhibitors: inhibitors of human LYPLA2; AID 2177; 0.38% of 320,000 active; inhibition, % at 5.9 µM; recombinant LYPLA2, FP-Rh probe fluorescence polarization; O95372;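 active = inhibition above the screen-wide mean plus 3 SD, limit set per campaign, cut at about 26% in these data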;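 note: 0% = LYPLA2 with DMSO and 100% = wells lacking LYPLA2 enzyme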
Target sequence (O95372 whole entry, looked up): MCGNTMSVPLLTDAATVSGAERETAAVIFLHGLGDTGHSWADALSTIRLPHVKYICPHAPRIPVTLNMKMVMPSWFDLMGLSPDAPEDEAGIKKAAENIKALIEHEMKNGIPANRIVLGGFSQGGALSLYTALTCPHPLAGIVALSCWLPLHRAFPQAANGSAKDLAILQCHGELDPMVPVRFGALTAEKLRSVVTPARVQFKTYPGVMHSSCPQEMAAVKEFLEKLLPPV
* hit, by the source's call; . = no result given.

| smiles | EBNA-1 inh | LYPLA1 counter | PREPL inhibitor | PAFAH2 inh | ZTA counter | PAD4 FP inh | GSTO1 inh | PAFAH1B3 inh | LYPLA2 counter |
| --- | --- | --- | --- | --- | --- | --- | --- | --- | --- |
| O=C(Nc1ccc(N2CCCC2)cc1)C(c1ccccc1)c1ccccc1 | -10 | -3 | 6 | -8 | 6 | 0 | 7 | 4 | -11 |
| Cc1ccc(S(=O)(=O)c2nnn3c2nc(NC2CCN(Cc4ccccc4)CC2)c2ccccc23)cc1C | 7 | -33 | -36 | -47 | 10 | 0 | -50 | -30 | -59 |
| CN1CCN(S(=O)(=O)c2cccc(C(=O)Oc3ccccc3Cl)c2)CC1 | 4 | -2 | 1 | -11 | 12 | 3 | 6 | 2 | -3 |
| CCCCn1c(N)c(N(CCOC)C(=O)c2ccc(Cl)c(S(=O)(=O)N3CCCCC3)c2)c(=O)[nH]c1=O | -6 | 2 | 2 | 1 | 4 | -4 | -3 | -2 | 3 |
| COc1ccccc1N1CCN(C(=O)c2ccc(C(C)(C)C)cc2)CC1 | 3 | 4 | 15 | 2 | 12 | 4 | -2 | -4 | 10 |
| OCC1(Cc2ccccc2)CCCN(Cc2cnn(-c3ccccc3)c2)C1 (configuration not stated) | -12 | -3 | 2 | 5 | 11 | -6 | 13 | 7 | -5 |
| Cc1cccc(CSc2ccc(-c3ccco3)nn2)c1 | -1 | -2 | -2 | -5 | -5 | -5 | -1 | 1 | 13 |
| CNC(=O)c1ccsc1NC(=O)CCS(=O)(=O)c1ccc(F)cc1 | -2 | -1 | -8 | 7 | 7 | 1 | 1 | 4 | 13 |
| CC(C)(C)Sc1ccc(/C=N/O)cc1[N+](=O)[O-] | -1 | -5 | 21 | -10 | 21 | -4 | -3 | -2 | -9 |
| C=CCOc1cccc(CNCCCN2CCOCC2)c1 | 8 | 2 | 12 | 1 | 9 | -4 | 5 | 10 | -4 |
| OC1(c2ccc(Br)cc2)CN(c2ccccc2)C2=[N+]1CCS2 (configuration not stated) | 2 | 3 | 0 | -4 | -30 | 1 | 4 | -3 | 6 |
| CCOC(=O)N1CCN(C(=O)c2ccc3c(c2)N(CC)CCS3)CC1 | -1 | 4 | -2 | 8 | -10 | 0 | 0 | 1 | -2 |
| CCOC(=O)C1=C(C)NC(=O)N(C(C)=O)C1c1ccc(Cl)cc1 (configuration not stated) | -4 | 1 | 11 | -4 | -19 | -4 | 5 | 11 | 7 |
| CCC(OC(=O)CNS(=O)(=O)c1ccccc1)C(=O)c1ccccc1 (configuration not stated) | 3 | 0 | -2 | -4 | 8 | -3 | 2 | 1 | -1 |
| CC(C(=O)NCc1cccs1)n1cccc1 (configuration not stated) | 9 | 3 | -11 | 11 | -3 | -4 | 7 | 2 | 4 |
| COc1cc(-c2cc(C(=O)Nc3ccncc3)c3ccccc3n2)cc(OC)c1OC | . | -10 | 4 | -5 | 0 | -3 | . | -6 | -8 |
| O=C(NNC(=O)c1cccnc1SCc1cccc([N+](=O)[O-])c1)c1ccc(F)cc1 | -4 | -1 | 8 | 2 | -1 | 4 | -1 | 2 | 4 |
| Cc1nc(N2CCN(C(=O)c3ccco3)CC2)c2c3c(sc2n1)CC(C)CC3 (configuration not stated) | 1 | -1 | 10 | 8 | 14 | -3 | -11 | -3 | 1 |
| CCCOc1ccc(-c2c(C(=O)N/N=C/c3cccnc3)nnn2-c2nonc2N)cc1 | 9 | -4 | -5 | 17 | 20 | 0 | -4 | 4 | 25 |
| CO/N=C(\c1ccccc1)c1cccnc1 | 5 | -4 | 5 | -1 | 7 | -2 | 0 | 9 | -3 |
| O=C(CCC(=O)N1CCSc2ccccc21)Nc1cccc(F)c1 | -6 | 1 | -16 | 1 | 2 | -3 | 0 | 3 | -3 |
| Cc1cc(C)c2c(-n3cccc3)nn(CC#N)c2n1 | 11 | 4 | -10 | -1 | 5 | 0 | 1 | 0 | -1 |
| COc1ccccc1OCCn1cc(C(=O)C(C)C)c2ccccc21 | -4 | -4 | 11 | 3 | -12 | 0 | 10 | 6 | -9 |
| COc1ccc(NC(=O)Nc2cccc3c2O[C@H](CN(C)S(=O)(=O)c2ccc(F)cc2)[C@@H](C)CN([C@H](C)CO)C3=O)cc1 | . | . | 15 | 2 | . | 0 | . | 5 | . |
| Cc1cccc(C)c1NC(=O)CSc1nnc(C2CCCCC2)o1 | -2 | 4 | 19 | -5 | -6 | 9 | 4 | -2 | 4 |
| O=C(c1ccccc1)N1CCN(C(=O)C23CC4CC(CC(C4)C2)C3)CC1 | -1 | 2 | 0 | 1 | -9 | -4 | 3 | 8 | 0 |
| Cc1cc(C)n(CC2CC(=O)N(c3ccc(F)c(Cl)c3)C2=O)n1 (configuration not stated) | 3 | 0 | 4 | -2 | -11 | -1 | 2 | -7 | 8 |
| Cc1nn(-c2nc3ccccc3n2Cc2ccccc2)c2c1C(=O)CC(C)(C)C2 | -8 | -3 | -1 | -1 | -10 | -1 | 1 | 2 | -3 |
| O=C(NCC1CCCO1)c1cc2ccccc2o1 (configuration not stated) | 2 | -6 | -1 | 4 | -1 | -1 | 4 | 0 | 5 |
| COc1c2ccc(C(=O)NCCCCc3ccccc3)cc2nn1C | -4 | 2 | 5 | 1 | -3 | -4 | -6 | -3 | 6 |
| N#CC1=C(N)OC2=C(C(=O)CCC2)C1c1cc2c(cc1Br)OCO2 (configuration not stated) | 2 | -1 | -3 | 5 | 7 | -9 | 3 | 7 | -3 |
| CC(C)[C@H](NC(=O)c1ccc(C(C)(C)C)cc1)C(=O)N1CCN(Cc2ccc3c(c2)OCO3)CC1 | . | . | 27 | 0 | . | -6 | . | 2 | . |
| Cn1c(=O)cc(N2CCCCC2)[nH]c1=O | 3 | 4 | -1 | -3 | -2 | 3 | 1 | 5 | -1 |
| O=C(Nc1ccc2c(c1)OCCO2)C1CCCN1S(=O)(=O)c1cccc2cccnc12 (configuration not stated) | -4 | 2 | -5 | 5 | 3 | -2 | -2 | -2 | -3 |
| CCN(C(=S)Nc1ccccc1F)C1CCCCC1 | -5 | 0 | 14 | -5 | -11 | 2 | 4 | 3 | 1 |
| CN(C)C(=O)c1ccc(NC(=O)c2cccc(S(=O)(=O)N3CCCCCC3)c2)cc1 | . | -1 | 15 | 3 | 6 | 5 | . | 1 | 6 |
| CN(CCOc1ccccc1)CC(O)COc1ccccc1 (configuration not stated) | -5 | 2 | -12 | 4 | 2 | 3 | 3 | -1 | 0 |
| Cc1cccc2c(C(=O)O)c3c(nc12)CCCCC3 | 3 | 2 | 14 | 1 | -5 | -3 | 11 | 3 | 0 |
| COC(=O)C1=C(C)Nc2nnnn2C1c1ccco1 (configuration not stated) | -3 | 4 | -4 | -1 | -15 | -1 | -5 | 8 | -1 |
| CCOc1c2ccc(C(=O)NCc3cc(C(F)(F)F)cc(C(F)(F)F)c3)cc2nn1C | 1 | 0 | 5 | 2 | 3 | 2 | 4 | 6 | 1 |
| O=C(Nc1ccc(Cl)cc1)c1ccc2c(=O)n3c(nc2c1)CCCCC3 | 3 | -7 | 9 | -1 | 2 | 0 | 2 | 4 | -9 |
| Cc1c(NC(=O)COC(=O)COc2ccc(Nc3ccccc3)cc2)c(=O)n(-c2ccccc2)n1C | -6 | -2 | 27 | 4 | 0 | -1 | 1 | -2 | 5 |
| CCC(Sc1ncccc1C(=O)OC(C)C)C(=O)N1CCOCC1 (configuration not stated) | -6 | 0 | 1 | -4 | -9 | 5 | 6 | 6 | 4 |
| CCCCNC(=O)C(c1ccc(OCC(=O)OC)c(C(=O)OC)c1)N(CCOC)C(=O)CCCCCN1C(=O)NC(c2ccc(-c3ccccc3)cc2)C(C(=O)OCc2ccccc2)=C1C (configuration not stated) | 3 | -9 | 7 | . | 16 | 4 | 1 | . | -6 |
| COc1ccc(S(=O)(=O)Nc2cccnc2)cc1 | 6 | 1 | 11 | -1 | 3 | -4 | 2 | 2 | 0 |
| Cc1ccccc1NS(=O)(=O)c1ccc2[nH]c(=O)[nH]c2c1 | 6 | 0 | 2 | . | -10 | -2 | -19 | . | 1 |
| CCc1nnc(NC(=O)NCN2C(=O)C3C4C=CC(C4)C3C2=O)s1 (configuration not stated) | -2 | -3 | 6 | 0 | -5 | 4 | 0 | 7 | -3 |
| CCOC(=O)/C(=C\c1cn(C)c2ccccc12)[N+](=O)[O-] | -2 | -3 | -1 | 10 | 5 | 0 | -4 | 11 | 2 |
| CC(C)c1ccc(S(=O)(=O)N2CCN(C(=O)C3CC3C)CC2)cc1 (configuration not stated) | -1 | -1 | -16 | -3 | 2 | -2 | -4 | 2 | -1 |
| Cc1cc(O)c(C2=Nc3ccccc3SC(c3ccc(Cl)cc3)C2)c(=O)o1 (configuration not stated) | -1 | -1 | 17 | -1 | -5 | 6 | 7 | -7 | 3 |
| CCC(C)(C)c1nnc(NC(=O)C2CC(=O)N(CCc3ccc(F)cc3)C2)s1 (configuration not stated) | -4 | 1 | 9 | -3 | 4 | 2 | 1 | 1 | 8 |
| CCn1cc(C(=O)NCCCN2CC(C)CC(C)C2)c2cc(OC)c(OC)cc2c1=O (configuration not stated) | -12 | 1 | -6 | -3 | -3 | -6 | -3 | 6 | -5 |
| CCOC(=O)C(=O)C1=C(N2CCOCC2)/C(=C\c2ccc(F)cc2)CC1 | -4 | -3 | -7 | 0 | 16 | -5 | -2 | 5 | -5 |
| Cc1ccc(/C=N/NC(=O)c2nnn(-c3nonc3N)c2CN(C)C)s1 | -4 | -2 | 3 | -2 | 5 | -1 | 4 | 7 | -3 |
| COC(C/C=C/[C@H](O)[C@H](C)OCc1ccccc1)OC | 0 | -2 | 2 | 3 | -13 | -6 | 1 | 10 | -11 |
| Cc1cc(-c2cc(C(=O)Nc3ccccc3)on2)nc(NCC2CC2)n1 | -3 | -1 | -2 | -9 | -1 | -3 | 1 | 0 | -2 |
| CC(C)(O)/C=C/C(=O)[C@](C)(O)C1[C@H](O)C[C@@]2(C)C3CC=C4C(C=C(O[C@@H]5O[C@H](CO)[C@@H](O)[C@H](O)[C@H]5O)C(=O)C4(C)C)[C@]3(C)C(=O)C[C@]12C (some centres not stated) | . | . | 14 | -5 | . | 10 | . | -1 | . |
| COc1ccc(OS(=O)(=O)Cc2ccccc2)cc1 | -5 | 0 | -9 | -2 | -7 | -2 | 3 | 4 | 5 |
| CCCCc1cc(=O)oc2cc(C)cc(OCC(=O)NCC3CCC(C(=O)O)CC3)c12 (configuration not stated) | -1 | -3 | -1 | 3 | -2 | 3 | 2 | -3 | -2 |
| COc1ccc(C2c3cc(OC)c(OC)cc3CCN2C(=O)c2ccccc2Br)cc1OC (configuration not stated) | -17 | 2 | -13 | 1 | -7 | -4 | 4 | 8 | 7 |
| O=C(N/N=C/c1ccco1)c1cc(-c2ccc(Cl)cc2)n[nH]1 | 3 | -4 | -5 | 9 | -17 | 2 | 6 | 7 | 0 |
| CCOC(=O)C1=C(C)NC(C)=C(C(=O)OCC)C1C(=O)OCC(=O)N1CCc2ccccc2C1 | -4 | 0 | 0 | 8 | -17 | 1 | -4 | 2 | 1 |
| O=C1c2ccccc2-c2cccc(C(=O)N3CCCCCC3)c21 | 7 | 1 | 7 | -3 | -17 | 2 | 1 | 10 | 5 |

Record cards, as listed above. Values in the order: EBNA-1 inh | LYPLA1 counter | PREPL inhibitor | PAFAH2 inh | ZTA counter | PAD4 FP inh | GSTO1 inh | PAFAH1B3 inh | LYPLA2 counter
`Cc1ccccc1NS(=O)(=O)c1ccc2[nH]c(=O)[nH]c2c1` as listed: 6 | 0 | 2 | . | -10 | -2 | -19 | . | 1
`CCn1cc(C(=O)NCCCN2CC(C)CC(C)C2)c2cc(OC)c(OC)cc2c1=O` (configuration not stated) as listed: -12 | 1 | -6 | -3 | -3 | -6 | -3 | 6 | -5
`Cc1c(NC(=O)COC(=O)COc2ccc(Nc3ccccc3)cc2)c(=O)n(-c2ccccc2)n1C` as listed: -6 | -2 | 27 | 4 | 0 | -1 | 1 | -2 | 5

Not all compounds are listed, so the mix of outcomes need not match the whole.
